Bioassay records: PubChem BioAssay, National Center for Advancing Translational Sciences (NCATS)
GCN5L2 inh – GCN5L2 (KAT2A) acetyltransferase inhibition; GCN5L2 HAT assay, ThioGlo1 CoA-SH fluorescence; Q92830; 390,000 tested, 0.21% active; Potency, µM (highest dose often 58.9 µM), for inactives: top-dose activity change, negative = inhibition, most hits filed as inhibitors; AID 504327
Target sequence (Q92830 whole entry, looked up): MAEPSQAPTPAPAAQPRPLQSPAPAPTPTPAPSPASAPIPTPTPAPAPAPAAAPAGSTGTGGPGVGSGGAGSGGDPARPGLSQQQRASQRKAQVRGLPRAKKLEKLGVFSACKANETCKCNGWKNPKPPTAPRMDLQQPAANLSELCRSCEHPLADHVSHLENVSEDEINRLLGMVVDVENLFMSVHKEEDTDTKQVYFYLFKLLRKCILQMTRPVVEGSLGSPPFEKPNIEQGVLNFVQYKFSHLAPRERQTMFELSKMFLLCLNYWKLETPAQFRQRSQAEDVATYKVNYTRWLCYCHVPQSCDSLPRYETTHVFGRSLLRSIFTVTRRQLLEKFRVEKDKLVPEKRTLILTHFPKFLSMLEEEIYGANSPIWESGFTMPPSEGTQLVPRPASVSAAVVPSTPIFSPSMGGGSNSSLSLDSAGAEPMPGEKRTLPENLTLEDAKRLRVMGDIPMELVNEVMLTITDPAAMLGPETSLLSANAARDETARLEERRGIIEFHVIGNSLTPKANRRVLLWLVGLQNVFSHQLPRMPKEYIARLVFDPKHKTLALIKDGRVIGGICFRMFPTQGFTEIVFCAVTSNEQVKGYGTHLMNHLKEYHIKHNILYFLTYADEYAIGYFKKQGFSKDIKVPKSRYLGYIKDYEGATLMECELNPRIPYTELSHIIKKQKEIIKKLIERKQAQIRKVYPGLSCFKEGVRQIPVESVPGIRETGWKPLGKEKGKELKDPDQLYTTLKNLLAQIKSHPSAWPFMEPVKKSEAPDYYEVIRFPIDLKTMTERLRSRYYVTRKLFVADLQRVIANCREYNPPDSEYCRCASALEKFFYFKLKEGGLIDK
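Free CoA generated was detected with ThioGlo1 (50uM) fluorescence at Ex340nm/Em540nm, read immediately and after 20 min at room temperature. Enzyme, 20 nM in HEPES pH 7.5 buffer, saw compounds 15 min before adding 75uM H3(1-25) peptide and 70uM acetyl-CoA.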
DT40 TDP1 no CPT – qHTS for Inhibitors of human tyrosyl-DNA phosphodiesterase 1 (TDP1): qHTS in cells in absence of CPT; 420,000 tested, 15% active; AID 686978, 2013; Potency, µM (top dose mostly 46.2 µM), without a hit: top-dose activity change, negative = growth inhibition, hits mostly inhibitors; DT40 Tdp1-/- hTDP1 cells, no CPT, ATP luminescence, 48 h; further: nearly all actives have a fitted effect of over 55% in size
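Chicken DT40 Tdp1-/- cells stably complemented with human TDP1 were seeded at 400 cells/well with DMSO in place of 20 nM camptothecin. After compound pinning, cells grew at least 48 hr at 37 °C; viability read by CellTiter-Glo luminescence.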
DT40 TDP1 CPT – DT40-hTDP1 cell growth loss with CPT | Potency, µM (highest dose often 46.2 µM), without a hit: at the top dose activity change, negative = growth inhibition, most hits filed as inhibitors | chicken DT40 Tdp1-/-;hTDP1 cells + 20 nM CPT, ATP luminescence, 48 h | AID 686979 | 420,000 tested, 12% active; further: nearly all actives have a fitted effect of over 55% in size
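Chicken DT40 Tdp1-/- cells stably complemented with human TDP1 were seeded at 400 cells/well in medium containing 20 nM camptothecin, exposed to pin-transferred compounds, and grown at 37 °C for at least 48 hr. Viability was read as ATP luminescence.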
The depositor's hits bear a star; ? = inconclusive; . = no result given; & = joins results of further samples; [ ] = remark or other dose. The call rests on the fitted dose curve; in most records, active means well fitted curve in the direction sought with a large enough effect; inconclusive means small, poorly fitted or top-dose-only effect, or another doubt; inactive means no such curve, though single readings can be large; an effect the other way counts as inactive or inconclusive. On the % scale 0 is the no-effect control and ±100 the full control effect; potency means the concentration at half of the fitted maximal effect.

> Cc1ccc(OC(=O)CCC(=O)Nc2ccc(Br)cc2)cc1
- GCN5L2 inh = 0%
- DT40 TDP1 no CPT = ?
- DT40 TDP1 CPT = 3%
> Cc1cccc(C(=O)Nc2nnc(S(=O)(=O)N(C)c3ccccc3C)s2)c1
- GCN5L2 inh = -5%
- DT40 TDP1 no CPT = -27%
- DT40 TDP1 CPT = -18%
> COc1ccc(-c2cc(C(=O)N(C)Cc3ccc(OC)c(OC)c3OC)c3ccccc3n2)cc1OC
- GCN5L2 inh = .
- DT40 TDP1 no CPT = 18µM*
- DT40 TDP1 CPT = 16µM*
> CC1(C)Cc2ccccc2C(NNC(=O)c2ccc(Br)o2)=N1
- GCN5L2 inh = .
- DT40 TDP1 no CPT = -19%
- DT40 TDP1 CPT = -20%
> C/C(=N\Nc1ccccc1)c1cccc(N)c1
- GCN5L2 inh = -8%
- DT40 TDP1 no CPT = 7%
- DT40 TDP1 CPT = 7%
> CCOC(=O)C1=C(C(F)(F)F)Nc2ncnn2C1c1cc(OC)ccc1OC (stereo not given)
- GCN5L2 inh = -6%
- DT40 TDP1 no CPT = -3%
- DT40 TDP1 CPT = 3%
> CCc1ccc(-c2nc(CSCC(=O)NCCCN3CCCC3=O)c(C)o2)cc1
- GCN5L2 inh = -18%
- DT40 TDP1 no CPT = ?
- DT40 TDP1 CPT = ?
> NS(=O)(=O)c1ccc(OC(=O)CNC(=O)OCc2ccccc2)cc1
- GCN5L2 inh = .
- DT40 TDP1 no CPT = -8%
- DT40 TDP1 CPT = -3%
> COc1cccc(Cn2c(=O)c(CCc3ccccc3)nc3cncnc32)c1
- GCN5L2 inh = -12%
- DT40 TDP1 no CPT = ?
- DT40 TDP1 CPT = -28%
> O=C(CCCn1c(=O)c2cccn2c2ccccc21)Nc1cc(C(F)(F)F)ccc1Cl
- GCN5L2 inh = -2%
- DT40 TDP1 no CPT = ?
- DT40 TDP1 CPT = ?
> CS(=O)(=O)c1ccc(NC(=O)c2cccc(S(=O)(=O)N3CCN(Cc4ccccc4)CC3)c2)cc1
- GCN5L2 inh = -6%
- DT40 TDP1 no CPT = ?
- DT40 TDP1 CPT = ?
> Cc1cccc(-c2cc(=O)c3cc(C)ccc3o2)c1
- GCN5L2 inh = 1%
- DT40 TDP1 no CPT = -2%
- DT40 TDP1 CPT = 6%
> COC(=O)NC1(C(=O)O)CCCC1
- GCN5L2 inh = -19%
- DT40 TDP1 no CPT = 1%
- DT40 TDP1 CPT = -1%
> COc1ccccc1Oc1ccc(N/C=C/C(=O)c2ccco2)cc1
- GCN5L2 inh = -1%
- DT40 TDP1 no CPT = 18µM*
- DT40 TDP1 CPT = ?
> COc1ccc(CC(=O)O/N=C(\N)Cc2ccc(OC)c(OC)c2)cc1
- GCN5L2 inh = -17%
- DT40 TDP1 no CPT = -23%
- DT40 TDP1 CPT = -13%

Limited to DT40 TDP1 no CPT, for 7 of the compounds above:
| compound | DT40 TDP1 no CPT |
| --- | --- |
| CC1(C)Cc2ccccc2C(NNC(=O)c2ccc(Br)o2)=N1 | -19% |
| C/C(=N\Nc1ccccc1)c1cccc(N)c1 | 7% |
| CCOC(=O)C1=C(C(F)(F)F)Nc2ncnn2C1c1cc(OC)ccc1OC (stereo not given) | -3% |
| CCc1ccc(-c2nc(CSCC(=O)NCCCN3CCCC3=O)c(C)o2)cc1 | ? |
| NS(=O)(=O)c1ccc(OC(=O)CNC(=O)OCc2ccccc2)cc1 | -8% |
| COc1cccc(Cn2c(=O)c(CCc3ccccc3)nc3cncnc32)c1 | ? |
| O=C(CCCn1c(=O)c2cccn2c2ccccc21)Nc1cc(C(F)(F)F)ccc1Cl | ? |

(next part)
> CC1(C)CC(=O)C2=C(C1)NCN(Cc1ccc3c(c1)OCO3)C2
- GCN5L2 inh = 8%
- DT40 TDP1 no CPT = ?
- DT40 TDP1 CPT = ?
> CCn1c(SCc2ccccc2)nc2cc(OC)c(OC)cc2c1=O
- GCN5L2 inh = -10%
- DT40 TDP1 no CPT = ?
- DT40 TDP1 CPT = -16%
> O=C(NCc1cccs1)C(=O)NCC1OCCCN1S(=O)(=O)c1cc(F)ccc1F (stereo not given)
- GCN5L2 inh = -5%
- DT40 TDP1 no CPT = -22%
- DT40 TDP1 CPT = 4%
> O=C(N/N=C/c1c[nH]c2ccccc12)c1cc(-c2ccc3ccccc3c2)n[nH]1
- GCN5L2 inh = 7%
- DT40 TDP1 no CPT = ?
- DT40 TDP1 CPT = 3.7µM*
> COc1ccc(S(=O)(=O)N(C)CC(=O)Nc2ccc(C(F)(F)F)cc2)cc1Cl
- GCN5L2 inh = -4%
- DT40 TDP1 no CPT = ?
- DT40 TDP1 CPT = ?
> O=c1/c(=C\c2cccn2-c2ccccc2)sc2nc3ccccc3n12
- GCN5L2 inh = 1%
- DT40 TDP1 no CPT = ?
- DT40 TDP1 CPT = ?
> CCOc1ccc(NC(=O)CSc2nnnn2C2CC2)cc1S(=O)(=O)N1CCCC1
- GCN5L2 inh = -10%
- DT40 TDP1 no CPT = 1%
- DT40 TDP1 CPT = -22%
> Cc1sc2ncnc(NCc3ccco3)c2c1C
- GCN5L2 inh = -12%
- DT40 TDP1 no CPT = 16µM*
- DT40 TDP1 CPT = 10µM*
> O=C1Nc2ncccc2OC1CCCl (stereo not given)
- GCN5L2 inh = -2%
- DT40 TDP1 no CPT = -4%
- DT40 TDP1 CPT = 8%
> Cc1ccc(OCCCC(=O)Nc2sc3c(c2C(N)=O)CCCC3)cc1
- GCN5L2 inh = -5%
- DT40 TDP1 no CPT = ?
- DT40 TDP1 CPT = ?
> CC(C)C(=O)N1CCCC1(C)C(=O)NCc1ccccn1 (stereo not given)
- GCN5L2 inh = .
- DT40 TDP1 no CPT = 31%[activator]
- DT40 TDP1 CPT = -18%
> CC(=O)NCCc1c(Cc2ccccc2)[nH]c2ccccc12
- GCN5L2 inh = 2%&-6%
- DT40 TDP1 no CPT = ?
- DT40 TDP1 CPT = ?
> N/C(=N\OS(=O)(=O)c1cccc([N+](=O)[O-])c1)c1ccncc1
- GCN5L2 inh = -9%
- DT40 TDP1 no CPT = -5%
- DT40 TDP1 CPT = 20%
> Cc1cc(C)n(C(=O)Cn2nc(C)c(Br)c2C)n1
- GCN5L2 inh = -7%
- DT40 TDP1 no CPT = -16%
- DT40 TDP1 CPT = 21%
> Oc1cccc(C(O)CNCc2ccc(OCc3ccc(Cl)cc3Cl)cc2)c1 (stereo not given)
- GCN5L2 inh = 0%
- DT40 TDP1 no CPT = 15µM*
- DT40 TDP1 CPT = ?

Record cards, from the list above. Order of values: GCN5L2 inh	DT40 TDP1 no CPT	DT40 TDP1 CPT
COc1ccc(S(=O)(=O)N(C)CC(=O)Nc2ccc(C(F)(F)F)cc2)cc1Cl is entered as -4%	?	?
Cc1cc(C)n(C(=O)Cn2nc(C)c(Br)c2C)n1 is entered as -7%	-16%	21%

Additional structures:
> O=C(O)c1cccnc1SCc1ccc([N+](=O)[O-])cc1
- GCN5L2 inh = -18%
- DT40 TDP1 no CPT = -4%
- DT40 TDP1 CPT = -6%
> Cc1ccccc1-c1noc(CSc2nnc(-c3ccncc3)n2-c2ccc(F)cc2)n1
- GCN5L2 inh = -4%
- DT40 TDP1 no CPT = 15µM*
- DT40 TDP1 CPT = ?
> Cc1cncc(NCc2cccc(Cl)c2)n1
- GCN5L2 inh = .
- DT40 TDP1 no CPT = -25%
- DT40 TDP1 CPT = -19%
> Cc1ccccc1CSc1ccc(-c2ccc3c(c2)OCO3)nn1
- GCN5L2 inh = 1%
- DT40 TDP1 no CPT = ?
- DT40 TDP1 CPT = -24%
> Cc1cc(C)cc(NC(=O)N2CCC(CN3CCOCC3)CC2)c1
- GCN5L2 inh = -7%
- DT40 TDP1 no CPT = -17%
- DT40 TDP1 CPT = 0%
> C/C(CCc1ccccc1)=N\NC(=S)NCCc1ccccc1
- GCN5L2 inh = -20%
- DT40 TDP1 no CPT = 13µM*
- DT40 TDP1 CPT = ?
> CCc1cc(C(=O)NC2CCCc3c2cnn3-c2cccc(C)c2C)n(C)n1 (stereo not given)
- GCN5L2 inh = -31%
- DT40 TDP1 no CPT = 0.16µM*
- DT40 TDP1 CPT = 0.21µM*
> CCOc1nc(NCCC2=CCCCC2)nc(N2CCOCC2)n1
- GCN5L2 inh = -19%
- DT40 TDP1 no CPT = ?
- DT40 TDP1 CPT = ?
> CCCCN1C(=O)C(=O)N(CC(=O)c2ccc3c(c2)CCCC3)C1=O
- GCN5L2 inh = -1%
- DT40 TDP1 no CPT = 14%
- DT40 TDP1 CPT = -6%
> O=C(O)C1C2C=CC(C2)C1C(=O)OCC1CCCO1 (stereo not given)
- GCN5L2 inh = -7%
- DT40 TDP1 no CPT = -9%
- DT40 TDP1 CPT = -18%
> CC(C)CNC(=O)c1ccccc1N(Cc1ccccc1)S(C)(=O)=O
- GCN5L2 inh = -3%
- DT40 TDP1 no CPT = 3%
- DT40 TDP1 CPT = -23%
> CCCCN(C)C(=O)c1cc2c(Cl)nc3ccccc3c2s1
- GCN5L2 inh = -5%
- DT40 TDP1 no CPT = ?
- DT40 TDP1 CPT = ?
> CCOC(=O)C1(Cc2ccc(O)cc2)NC(c2ccccc2F)C2C(=O)N(C)C(=O)C21 (stereo not given)
- GCN5L2 inh = -4%
- DT40 TDP1 no CPT = 21µM*
- DT40 TDP1 CPT = ?
> CCc1nn(CCCC(=O)NCc2cc(Br)ccc2OC)c(=O)c2cc3occc3n12
- GCN5L2 inh = -4%&-10%
- DT40 TDP1 no CPT = ?
- DT40 TDP1 CPT = ?
> O=C(NCC(c1ccco1)N1CCN(c2ccccc2)CC1)C(=O)NC1CCCC1 (stereo not given)
- GCN5L2 inh = -26%
- DT40 TDP1 no CPT = ?
- DT40 TDP1 CPT = ?

Already shown: an excerpt of the list.
> CCc1nn(CCCC(=O)NCc2cc(Br)ccc2OC)c(=O)c2cc3occc3n12
- GCN5L2 inh = -4%&-10%
- DT40 TDP1 no CPT = ?
- DT40 TDP1 CPT = ?
> O=C(NCC(c1ccco1)N1CCN(c2ccccc2)CC1)C(=O)NC1CCCC1 (stereo not given)
- GCN5L2 inh = -26%
- DT40 TDP1 no CPT = ?
- DT40 TDP1 CPT = ?

(further entries)
Order of results: GCN5L2 inh, DT40 TDP1 no CPT, DT40 TDP1 CPT
CCOC(=O)C1=C(O)C(=O)N(Cc2ccccc2)CC1
→ -3%, -10%, -6%
Cc1cc(=O)[nH]c(NN)n1
→ -12%, ?, ?
O=S(=O)(c1ccccc1Br)N(CC(O)COCc1ccccc1)C1CC1 (stereo not given)
→ -4%, -21%, ?
CC(C)(C)C1CCc2c(sc3nnn(CCOc4ccccc4)c(=O)c23)C1 (stereo not given)
→ -23%, ?, ?
CS(=O)(=O)N1CCN(Cc2ccc([N+](=O)[O-])cc2)CC1
→ 4%, -22%, -20%
FC(F)(F)c1cc(Oc2ccc(Cl)cc2)ncc1-c1nnc(-c2ccc(Cl)cc2)o1
→ 3%, ?, -17%
O=S1(=O)CC(N2CCCCC2)CN1Cc1cn(Cc2ccc(F)cc2)nn1 (stereo not given)
→ ., -10%, 0%
CC(C)NC(=O)C1c2ccccc2Oc2ccccc21
→ 3%, -16%, 12%
CS(=O)(=O)c1ncc(Cl)c(C(=O)Nc2ccc(N3CCOCC3)cc2)n1
→ 1%, 1.1µM*, 1.2µM*
O=C(Nc1ccc(S(=O)(=O)N2CCC(c3nc4ccccc4s3)CC2)cc1)c1ccc(F)cc1
→ -11%, -19%, 2%
Nc1c(C(=O)Nc2ccc(C(F)(F)F)cc2)sc2nc(-c3cccs3)ccc12
→ -10%, 5%, 11%
